# ALOX12 inh – inhibitors of human 12S-lipoxygenase ALOX12. Potency, µM (doses to about 108 µM), for inactives: at the highest dose activity change, negative = inhibition, hits mostly inhibitors. P18054. hit rate 1.1% among 580,000. purified 12hLO, xylenol orange hydroperoxide absorbance. AID 1671190; active means well fitted inhibition curve with a large enough effect; inconclusive means small, poorly fitted or top-dose-only effect, or another doubt; inactive means no such curve, though single readings can be large or run the other way
# Target sequence (P18054 whole entry, looked up): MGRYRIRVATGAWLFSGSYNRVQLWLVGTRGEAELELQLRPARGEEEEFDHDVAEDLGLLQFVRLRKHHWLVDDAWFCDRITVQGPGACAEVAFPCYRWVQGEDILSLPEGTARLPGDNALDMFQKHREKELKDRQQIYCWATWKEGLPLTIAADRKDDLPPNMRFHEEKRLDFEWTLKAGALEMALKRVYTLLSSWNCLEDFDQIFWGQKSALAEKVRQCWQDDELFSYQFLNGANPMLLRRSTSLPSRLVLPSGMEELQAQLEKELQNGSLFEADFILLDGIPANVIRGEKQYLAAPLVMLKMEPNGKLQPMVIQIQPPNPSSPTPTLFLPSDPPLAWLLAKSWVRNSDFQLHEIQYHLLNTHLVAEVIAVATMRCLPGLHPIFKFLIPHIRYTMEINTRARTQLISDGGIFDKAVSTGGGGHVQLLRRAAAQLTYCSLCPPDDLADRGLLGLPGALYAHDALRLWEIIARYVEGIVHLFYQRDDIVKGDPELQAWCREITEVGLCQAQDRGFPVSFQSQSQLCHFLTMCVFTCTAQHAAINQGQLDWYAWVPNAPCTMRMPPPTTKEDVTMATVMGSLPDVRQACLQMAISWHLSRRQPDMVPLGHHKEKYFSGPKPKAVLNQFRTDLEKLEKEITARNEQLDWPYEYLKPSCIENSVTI
#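 Purified human 12hLO (150 nM final) in 25 mM Hepes, 0.01% Triton X-100, pH 7.0 was preincubated 15 min at room temperature with compound. Then 40 uM arachidonic acid was added, 30 min. Hydroperoxide was read by Fe-XO absorbance ratio 573/405 nm.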
# * marks the source's active call; other numbers are inactive results; ? = inconclusive; [ ] = remark or other dose. On the % scale 0 is the no-effect control and ±100 the full control effect; potency means the concentration at half of the fitted maximal effect. These rows are one share of the data, so the mix of outcomes need not match the whole.
SMILES,ALOX12 inh
C[C@H]1[C@@H]2[C@@H](O)C([C@H](C)C(=O)NCc3ccccn3)CC[C@@]2(C)CC[C@@H]1NC(=O)C1CC1 (stereo partly specified),46%[activator][176 µM]
CN1C(=O)CO[C@H]2CN(C(=O)c3ccccn3)C[C@H]21,32%[activator][176 µM]
COc1ccc(CN2CCC23Cc2ccccc2NC3=O)cc1 (stereo unspecified),63%[activator][176 µM]
O=C(Cc1c(F)cccc1Cl)NC1CCN(c2cc(-c3ccccc3)[nH]n2)CC1,-7%
Cc1ccc(C(=O)N2CCN(C(=O)c3nnn4c3COC(c3ccc(C)cc3)C4)CC2)cc1 (stereo unspecified),31%[activator]
O=C(NC[C@H]1OC[C@@H](NCc2ccccn2)[C@@H]1O)N1CCOCC1,91%[activator][176 µM]
O=C1NCc2ccccc2CC12CCN(Cc1ccc(CO)o1)C2 (stereo unspecified),10%[6.33 µM]
COc1cccc(C(=O)N2CCOCC2CC(=O)N2CCNC(=O)C2)c1 (stereo unspecified),27%
CN1c2cc(C(=O)NCc3cccc(Cl)c3)ccc2C(=O)N2CCCCC21 (stereo unspecified),3%
O=C(Cc1cccs1)N1CCCn2cc(-c3ccccc3F)nc21,38%
CN1CCCN(C(=O)c2ccc(F)cc2)c2ccccc21,14%
CNC(=O)c1cc(S(=O)(=O)N[C@@H]2COCC[C@H]2O)ccc1OC,1%
Cc1ccc(C)c(CNC(=O)Cn2c(C)ccc(NS(=O)(=O)c3ccccc3)c2=O)c1,-2%
CCNc1cc(N2CCC(CCC(=O)N3CCN(c4cccc(OC)c4)CC3)CC2)ncn1,28%
CCCCCN=C(N)NN=Cc1c[nH]c2ccc(OC)cc12,-11%[57.4 µM]
Cn1c(CN2CC[C@H](c3nc4ccccc4[nH]3)C2)nc2ccccc21,85%[activator][176 µM]
O=C(NCCc1ccccc1)C1CC(c2ccccc2)CN(C(=O)c2ccccc2F)C1 (stereo unspecified),7%
CCOC(=O)C1CC1CN1CCCC12Cc1ccccc1CNC2=O (stereo unspecified),11%[6.33 µM]
CC(=O)N[C@H]1C[C@@H](Cc2cc(CN(C)C)on2)C1(C)C,28%[176 µM]
COc1ccc(C(=O)N2CCC[C@H]2c2nc(-c3ccc(C)cc3)no2)cc1F,?
O=C1NCCCCCN(C(=O)c2cccs2)[C@@H]2C[C@@H](C(=O)N3CCc4ccccc4C3)C[C@H]12,-5%
CN1C(=O)CCC2(CNC(=O)c3ccccc3)CCC=C12 (stereo unspecified),-4%
O[C@@H]1C[C@@H](c2nc(-c3ccc(C(F)(F)F)cc3)no2)N(Cc2cccc(OC(F)(F)F)c2)C1,7%
COCCN(C)Cc1nc(Cc2ccccc2Cl)no1,47%[activator]
O=C(OCc1ccccc1)N1CCC2CC1c1ccc(N3CCN(Cc4ccccc4)CC3)cc12 (stereo unspecified),3%

# (continued)
SMILES,ALOX12 inh
CC(C)CN1C(=O)COC[C@@H]1[C@H](O)c1ccc(NC(=O)C2CCCC2)cc1,105%[activator][176 µM]
N#Cc1ccc(S(=O)(=O)N2CCOCCNC(=O)[C@H]3CCCC[C@H]32)cc1,6%
O=C(c1ccc2ccccc2c1)N1C[C@@H]2C[C@H](C1)c1ccc(NS(=O)(=O)Cc3ccccc3)c(=O)n1C2,23%
C[C@H]1CN(C(=O)CCCc2ccccc2)C[C@@H]1c1nc(-c2ccccc2)no1,15%
O=C(CCn1nnc2ccccc21)N1CCOCC(O)(CN2CCCC2)C1 (stereo unspecified),35%[activator]
O=C(c1ccncc1)N1CCC2(CC1)CN(c1ncccn1)CC2CO (stereo unspecified),21%
O=C1CC(c2ccccc2)N(C(=O)Cc2cccc(F)c2)CCCCCCN1 (stereo unspecified),11%
NC(=O)[C@@H](Cc1ccccc1)NC(=O)[C@@H]1C[C@@H](NC(=O)c2cnccn2)CCN1C(=O)CSCC(=O)O,5%
CS(=O)(=O)N1CCCN(C(=O)Nc2ccccc2)CCNC(=O)CC1c1ccccc1 (stereo unspecified),22%
COc1ccc(-c2cn3c(n2)CO[C@@H](CNC(C)=O)C3)cc1,10%[176 µM]
Cc1ccc(CNC(=O)c2ccc3c(c2)CN(C2CCN(CC(C)C)CC2)CCO3)cc1,20%
Cn1cccc1CN[C@H]1[C@H](O)[C@@H](N2CCC(C(N)=O)CC2)[C@@H]2OC[C@H]1O2,56%[activator][176 µM]
CCc1nc(NCc2cn[nH]c2-c2ccc(Cl)cc2)c2cnn(C)c2n1,6%
CCc1ccc(C(=O)NC2CCN(c3ccccc3)C2=O)cc1 (stereo unspecified),15%
COC(=O)c1ccc(NC(=O)CCn2ccn3nc4c(c3c2=O)CCCC4)cc1,-6%
COC(=O)[C@@H]1Cc2c[nH]c3cccc(c23)[C@H](CC(C)C)N1,42%[176 µM]
O=C(OCc1ccccc1)N1CCC2(C1)C(=NC1CCCC1)NC(=O)N2c1cccnc1 (stereo unspecified),2%
Nc1nccc(N2CC[C@H]3N(CCOCCO)CCC[C@]3(C(=O)O)C2)n1,25%
CCN(CC)C(=O)CN1CCC(=O)N(Cc2ccc(F)cc2)C(C(C)C)C1 (stereo unspecified),45%[activator]
CCCn1nc(C)cc1CN(CC)C(=O)c1cc[nH]c1C1CCCNC1 (stereo unspecified),39%
COc1ccc(N2CC(C(=O)NCCCc3ccccc3)NC2=O)cc1 (stereo unspecified),45%[activator]
COc1cc(C)ccc1OCC(=O)c1ccc2c(c1)N(CCCC(=O)N1CCOCC1)C(=O)CO2,-2%
Cc1cc2nc3n(c(=O)c2n1CC(=O)Nc1ccc(F)c(Cl)c1)CCCC3,4%
CCc1nc2c(c(-c3ccc(O)cc3)n1)CCN(Cc1ccc(C(F)(F)F)cc1)CC2,?
Cc1cc(OC2CN(Cc3ccc(C(F)(F)F)cc3)C2)ccc1F,6%[176 µM]

# (list continues)
SMILES,ALOX12 inh
Cc1cc(C)n(CC(=O)N2CCc3nn(C)c(=O)n3CC2)n1,38%[activator]
Cc1cc(C(=O)N2CCC3(CC2)Nc2ccccc2NC3=O)c2ccccc2n1,29%
CNC(=O)[C@H]1C[C@H](Oc2ccccc2)CN1Cc1ccc(OC(F)(F)F)cc1,29%
COc1cccc(NC(=O)C2(Cc3ccccc3)CCCCC(=O)N2)c1 (stereo unspecified),40%[activator]
COCC(=O)NC1CCC12CCN(C(=O)Cc1cccc(F)c1)CC2 (stereo unspecified),-1%
Cc1ccccc1CNC[C@H]1O[C@H](Cc2cc(CN(C)Cc3ccccc3)on2)CC[C@@H]1O,10%
O=C(COc1ccc(F)cc1)N1CCC(c2nc(CCOCC3CC3)no2)C1 (stereo unspecified),13%
COc1ccc(Br)c(C(=O)N[C@@H]2C=C(C(=O)N[C@H](C)C(N)=O)C[C@@H](O)[C@@H]2O)c1,-12%
COc1ccc(NC(=O)c2ccc3c(c2)N(C)C2CCCCN2C3=O)cc1Cl (stereo unspecified),23%
O=C(C1CCCN(c2nc(-c3ccccc3)nc3c2CCC3)C1)N1CCCNCC1 (stereo unspecified),-3%
O=S(=O)(c1ccc(C(F)(F)F)cc1)N1CCC(C2CCNC2)CC1 (stereo unspecified),56%[activator]
Cc1ncsc1CN1CCCN(Cc2ccncc2)C(c2ccccc2)CC(=O)NCC1 (stereo unspecified),74%[activator]
CCc1nc(-c2c3n(c(=O)n(CC(=O)Nc4ccccc4OC)c2=O)CCCCC3)no1,29%
CCC(=O)N1CCC(C(NC(=O)c2ccccc2)C(=O)NCc2ccccc2)CC1 (stereo unspecified),34%[activator]
O=C(Nc1ccc(-c2nnc3n2CCCC3)cc1)C1CC1,33%[activator]
Cc1n[nH]c(C)c1CCC(=O)NCC1CCN(c2cc(-c3ccc(F)cc3)[nH]n2)CC1,71%[activator]
O=C(NCc1nnc2n1C(C(=O)N1CCOCC1)CC2)c1ccc(Cl)cc1Cl (stereo unspecified),2%[6.33 µM]
Cc1cccc(N(C)c2ccc3nnc(-c4cc(C#N)ccn4)n3n2)c1,4%[176 µM]
O=C(NCCc1ccncc1)C1CN(C(=O)Cc2ccccc2Cl)CC12CCOCC2 (stereo unspecified),36%[activator]
COCCN1C(=O)CS(=O)(=O)C12CCN(C(=O)Cc1ccccc1C)CC2,23%
COC[C@H]1CCCN1C(=O)C[C@@H]1O[C@H](CNC(=O)c2ccccc2)[C@@H](O)[C@H]1O,?
Cc1ccccc1C(=O)N1CCC(n2cc(-c3nc(-c4ccccc4)no3)nn2)C1 (stereo unspecified),6%
COc1ccc(CCC(=O)N2CCCC(n3cc(-c4nc(-c5ccccc5)no4)nn3)C2)cc1 (stereo unspecified),?
COc1ccccc1-c1[nH]nc2ncc(C(=O)N3C[C@@H](C)O[C@@H](C)C3)nc12,-1%[176 µM]
COc1cccc(CN2CCc3c(cc(C(=O)Nc4cc(OC)cc(OC)c4)n3C)C2)c1,27%

# The list continues.
SMILES,ALOX12 inh
CCOC(=O)c1cccn1C1C(=O)N(Cc2ccc(C(F)(F)F)cc2)c2ccccc21 (stereo unspecified),-11%
Cn1cc(-c2ccncc2)cc1C(=O)N1CCN(c2ccccn2)CC1,30%
CN1CCC(NC(=O)c2n[nH]c3c2CN(C(=O)c2cccc(F)c2)CC3)CC1,7%
COCCNc1ncccc1-c1noc([C@@H]2CCCN2C2CCN(C(C)=O)CC2)n1,23%[176 µM]
O=[N+]([O-])c1nccn1CC(O)CCN1CCOCC1 (stereo unspecified),-1%
Cc1ccc(NC(=O)Cn2cccc2-c2nc(-c3ccc4c(c3)OCO4)no2)c(Cl)c1,-3%
O=C(/C=C/c1ccc(O)c(O)c1)O[C@@H]1C[C@@](OC(=O)/C=C/c2ccc(O)c(O)c2)(C(=O)O)C[C@@H](O)[C@@H]1O,?
O=C(NCC1(COc2ccc(C(F)(F)F)cn2)C[C@@H](O)[C@@H](O)C1)c1ccc(F)cc1 (stereo partly specified),131%[activator]
COc1cccc([S+](=O)([O-])N2CCn3c(nn(-c4ccc(Cl)cc4)c3=O)C2)c1,3%[6.33 µM]
CC(C)=CCC1(CO)CCCN(C(=O)c2cccc(CO)n2)C1 (stereo unspecified),78%[activator]
O=C(CCc1ccc(=O)[nH]n1)N[C@@H]1COCC[C@H]1Oc1ccccn1,10%
Cn1ncc(N2CCCC(CC(=O)NCc3cccs3)C2)cc1=O (stereo unspecified),27%
CCc1noc(-c2cn(C3CCN(C(=O)c4ccc5c(c4)OCO5)CC3)nn2)n1,26%
Cc1nc(CCNC(=O)C2CNCCO2)sc1C (stereo unspecified),8.9µM*
CC1CCC2(CC1)OCC(C(=O)NC(C)c1ccccc1)N2C(=O)c1cccc(Cl)c1 (stereo unspecified),-4%
COc1cccc(CNC(=O)c2ccc3c(c2)CC(=O)N3Cc2ccccc2)c1,8%
O=C(c1cccnc1)N1CCCCC1c1noc(COc2ccc(F)cc2)n1 (stereo unspecified),29%
CCN1CCCC1CN (stereo unspecified),-7%[22.9 µM]
COc1ccc(C(=O)N2CCC3(CC2)CC(=O)N(c2ccccc2)c2ccccc2O3)cc1,37%[activator]
COc1cccc(CC(=O)N2CCN(c3cc(C(F)(F)F)ncn3)CC2)c1,8%
Fc1ccc(OCc2nc(-c3nnn4c3COC(c3ccccc3Cl)C4)no2)cc1 (stereo unspecified),46%[activator]
O=C([C@@H]1C[C@H](F)CN1C(=O)NCc1ccco1)N1CCCCC1,49%[activator]
C#CCNC(=O)c1nc(-c2ccccc2OC)c2cnccn12,1%[6.33 µM]
Fc1ccc(N2CCN(c3nc(-c4ccccc4F)no3)CC2)cc1,-16%
CCC(=O)N1CCC(Oc2ccc(C(N)=O)cn2)C1 (stereo unspecified),9%
CC(C)CC(=O)NC1CCN(c2cn[nH]c(=O)c2)CC1,46%[activator]
O=C(N[C@H]1CCN2C(=O)c3cc(-c4ccc5c(c4)OCO5)ccc3NC(=O)[C@H]12)c1cccs1,?
COCC(=O)N1CCC(Oc2ccccc2C(=O)N2CCN(C)C(=O)[C@@H]2C)CC1,35%[activator]
Cc1ccc(C(=O)N2CCC(CCC(=O)NC3CCCCC3)CC2)cc1,30%
COCCN1Cc2ccc(Nc3ccc(OC)cc3)nc2C(C)(C(=O)NCC2CC2)C1 (stereo unspecified),-49%[176 µM]

# A draw from above in order of molecular weight, ascending.
SMILES,ALOX12 inh
C#CCNC(=O)c1nc(-c2ccccc2OC)c2cnccn12,1%[6.33 µM]
Cn1ncc(N2CCCC(CC(=O)NCc3cccs3)C2)cc1=O (stereo unspecified),27%
COc1cccc(CNC(=O)c2ccc3c(c2)CC(=O)N3Cc2ccccc2)c1,8%
COCCNc1ncccc1-c1noc([C@@H]2CCCN2C2CCN(C(C)=O)CC2)n1,23%[176 µM]
COc1ccc(C(=O)N2CCC3(CC2)CC(=O)N(c2ccccc2)c2ccccc2O3)cc1,37%[activator]

# Quoted from the listing:
# CC(C)CC(=O)NC1CCN(c2cn[nH]c(=O)c2)CC1 | ALOX12 inh: 46%[activator]
# COCCNc1ncccc1-c1noc([C@@H]2CCCN2C2CCN(C(C)=O)CC2)n1 | ALOX12 inh: 23%[176 µM]
# Fc1ccc(N2CCN(c3nc(-c4ccccc4F)no3)CC2)cc1 | ALOX12 inh: -16%
# Cc1ccc(NC(=O)Cn2cccc2-c2nc(-c3ccc4c(c3)OCO4)no2)c(Cl)c1 | ALOX12 inh: -3%
# Cc1ccc(C(=O)N2CCC(CCC(=O)NC3CCCCC3)CC2)cc1 | ALOX12 inh: 30%
# Cn1ncc(N2CCCC(CC(=O)NCc3cccs3)C2)cc1=O (stereo unspecified) | ALOX12 inh: 27%

# Part of the list above, as labelled records:
> O=[N+]([O-])c1nccn1CC(O)CCN1CCOCC1 (stereo unspecified)
  ALOX12 inh = -1%
> Cc1ccc(NC(=O)Cn2cccc2-c2nc(-c3ccc4c(c3)OCO4)no2)c(Cl)c1
  ALOX12 inh = -3%
> O=C(/C=C/c1ccc(O)c(O)c1)O[C@@H]1C[C@@](OC(=O)/C=C/c2ccc(O)c(O)c2)(C(=O)O)C[C@@H](O)[C@@H]1O
  ALOX12 inh = ?
> O=C(NCC1(COc2ccc(C(F)(F)F)cn2)C[C@@H](O)[C@@H](O)C1)c1ccc(F)cc1 (stereo partly specified)
  ALOX12 inh = 131%[activator]
